Compound activity (PubChem BioAssay)
Pol beta inh: blocks human DNA polymerase beta activity; P06746; Pol beta primer extension/strand displacement, fluorescence kinetic; Potency, µM (series often up to 114 µM), inactives show top-dose activity change, negative = inhibition, most hits filed as inhibitors; actives 1.3% (n = 340,000); AID 485314; further: potency means the concentration at half of the fitted maximal effect; on the % scale 0 is the no-effect control and ±100 the full control effect
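10 nM enzyme + cpd, 15 min RT; start with substrate 50 nM final; read 0 min and after 10 min RT. Corrected, normalized data; 4-parameter Hill curve fit.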
Apoferritin bind: candidate novel general anesthetic via apoferritin binding | P02791 | apoferritin/1-aminoanthracene competitive binding, fluorescence | Potency, µM (top dose mostly 77.5 µM), for inactives: at the top dose activity change, negative = displacement, hits mostly inhibitors | actives 0.074% (n = 350,000) | AID 485281; further: potency means the concentration at half of the fitted maximal effect; on the % scale 0 is the no-effect control and ±100 the full control effect; nearly all actives have a fitted effect of over 20% in size
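Horse-spleen apoferritin (10 uM) was mixed with 50% saturated 1-aminoanthracene in PBS, exposed to compounds for 10 min at room temperature, and read for fluorescence (ex 380 nm, em 535 nm). Competitive displacement was fitted with a four-parameter Hill equation.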
ERG Ets-DNA blk: ERG Ets/DNA interaction inhibition | fluorescence polarization, His-ERG Ets domain / labelled DNA | AID 624246 | P11308 | actives 0.028% (n = 370,000) | Potency, µM (highest dose often 76.9 µM), inactives show at the top dose FP activity, negative = inhibition, most hits filed as inhibitors; active means well fitted inhibition curve with a large enough effect in the polarisation, with a control signal flat; inconclusive means small, poorly fitted or top-dose-only effect, or effect the other way, or a change in a side signal; inactive means no such curve, though single readings can be large or run the other way; the % refers to the polarisation;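 further: polarization taken with two DNA probes labelled with fluorescein and Texas red; potency means the concentration at half of the fitted maximal effect; % of control where 0% means no effect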
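His-tagged ERG Ets domain (1 uM in the protein solution; 300mM KCl, 50mM Tris-HCl, 1mM EDTA, 1mM DTT, pH 7.5) received compound, then a probe mix of 5 nM fluorescein-DNA and 100nM Texas-615-DNA. Fluorescence polarization was read for both dyes.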
RGS4 inh: human RGS4 inhibition. Potency, µM (series often up to 114 µM), for the others: at the top dose activity change, negative = inhibition, most hits filed as inhibitors. P49798. actives 0.039% (n = 390,000). Transcreener GDP fluorescence polarization, RGS4-accelerated GTP hydrolysis. AID 504845; further: potency means the concentration at half of the fitted maximal effect; on the % scale 0 is the no-effect control and ±100 the full control effect; nearly all actives have a fitted effect of over 75% in size; some results filed as inactive show a strong effect at the top dose
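MLSMR compounds (23 nl, pin-transferred) preincubated 10 min at room temperature with a 500nM (2x) first reagent, then RGS4 at 900nM (2x) plus Transcreener GDP mix added; fluorescence polarization (620/688 nm) read before and after 90 min at 30 °C.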
LDHA inh: inhibitors of human lactate dehydrogenase A | P00338 | purified LDHA, NADH/diaphorase-resazurin fluorescence; active compounds read low | activity change, % (values are at about 110 or 230 µM) | actives 0.15% (n = 480,000); in the data active means activity change below about -30%; inconclusive means mostly about -25% to -30%;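 further: plate controls were DMSO wells for no effect and wells without enzyme for full effect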
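Enzyme activity of human lactate dehydrogenase 5 (2 nM; 0.06 mM NADH, 0.2 mM pyruvate, 5 min, RT) is measured via a resazurin/diaphorase fluorescence readout of residual NADH.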
ALOX12 inh: inhibitors of human 12S-lipoxygenase ALOX12; Potency, µM (series often up to 108 µM), without a hit: at the top dose activity change, negative = inhibition, hits mostly inhibitors; actives 1.1% (n = 580,000); purified 12hLO, xylenol orange hydroperoxide absorbance; P18054; further: potency means the concentration at half of the fitted maximal effect; on the % scale 0 is the no-effect control and ±100 the full control effect
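Hydroperoxide product was detected by ferrous iron/xylenol orange as the 573 to 405 nm absorbance ratio. Arachidonic acid at 40 uM (final) was turned over for 30 min at room temperature by 150 nM human 12hLO, pH 7.0 Hepes buffer, after 15 min compound preincubation.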
Pol eta inh: blocks human DNA polymerase eta activity | actives 1.2% (n = 390,000) | Q9Y253 | recombinant Pol eta, fluorescent DNA replication assay | Potency, µM (top dose mostly 114 µM), without a hit: at the top dose activity change, negative = inhibition, usual class: inhibitors; further: potency means the concentration at half of the fitted maximal effect; on the % scale 0 is the no-effect control and ±100 the full control effect
Target sequence (Q9Y253 whole entry, looked up): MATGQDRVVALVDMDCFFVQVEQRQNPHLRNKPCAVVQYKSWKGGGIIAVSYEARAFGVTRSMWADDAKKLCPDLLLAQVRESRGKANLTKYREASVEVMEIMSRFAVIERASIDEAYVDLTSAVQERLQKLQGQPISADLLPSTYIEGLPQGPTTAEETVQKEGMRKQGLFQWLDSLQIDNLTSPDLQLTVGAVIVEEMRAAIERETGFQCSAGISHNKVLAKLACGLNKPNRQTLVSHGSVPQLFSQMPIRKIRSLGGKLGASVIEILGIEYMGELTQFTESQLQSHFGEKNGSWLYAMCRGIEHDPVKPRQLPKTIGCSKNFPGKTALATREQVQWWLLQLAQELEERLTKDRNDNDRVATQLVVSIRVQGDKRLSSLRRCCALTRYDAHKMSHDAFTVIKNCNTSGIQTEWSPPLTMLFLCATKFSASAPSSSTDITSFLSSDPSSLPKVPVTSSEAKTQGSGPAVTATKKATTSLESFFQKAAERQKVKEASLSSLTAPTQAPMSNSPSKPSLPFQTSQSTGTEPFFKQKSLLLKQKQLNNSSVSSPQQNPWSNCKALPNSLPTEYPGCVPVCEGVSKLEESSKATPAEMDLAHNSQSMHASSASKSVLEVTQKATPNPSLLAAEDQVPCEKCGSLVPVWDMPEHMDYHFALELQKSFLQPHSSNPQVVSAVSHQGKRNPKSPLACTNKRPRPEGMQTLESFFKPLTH
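Pol eta at 10 nM preincubated with compounds 15 min at room temperature; reaction started with fluorescent substrate (50 nM final) and read kinetically at 0 and 10 min.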
APEX1 inh: blocks human APE1 abasic DNA cleavage; P27695; recombinant APE1, TAMRA/BHQ-2 abasic DNA cleavage fluorescence; Potency, µM (titrated, usually from 65.8 µM), without a hit: top-dose activity change, negative = inhibition, hits mostly inhibitors; actives 0.35% (n = 350,000); AID 2517;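 further: potency means the concentration at half of the fitted maximal effect; plate controls were vehicle for no effect and reference inhibitor for full effect; nearly all actives have a fitted effect of over 55% in size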
Target sequence (P27695 whole entry, looked up): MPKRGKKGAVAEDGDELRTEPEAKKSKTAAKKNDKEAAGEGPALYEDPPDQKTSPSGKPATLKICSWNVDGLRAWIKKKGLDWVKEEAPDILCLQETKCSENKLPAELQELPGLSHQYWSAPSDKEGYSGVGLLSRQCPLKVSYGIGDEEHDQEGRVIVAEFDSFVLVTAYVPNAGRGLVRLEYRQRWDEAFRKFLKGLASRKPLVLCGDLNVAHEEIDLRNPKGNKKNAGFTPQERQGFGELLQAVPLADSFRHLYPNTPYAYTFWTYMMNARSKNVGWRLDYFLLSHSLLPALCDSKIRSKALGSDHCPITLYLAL
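Measures dequenching upon AP-site incision of a 5'-TAMRA/3'-BHQ-2 THF-containing duplex, 50 nM; human APE1 0.75 nM after 15 min room-temperature exposure to compound; kinetic three-point read at one-minute spacing.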
Pol kappa inh: inhibitors of human DNA polymerase kappa; Q9UBT6; purified Pol kappa, fluorescent DNA synthesis assay, 10 min; Potency, µM (top dose mostly 107 µM), for inactives: top-dose activity, negative = inhibition, usual class: inhibitors; actives 0.53% (n = 400,000); further: potency means the concentration at half of the fitted maximal effect; on the % scale 0 is the no-effect control and ±100 the full control effect
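10 nM Pol kappa preincubated 15 min at room temperature with compounds, then reaction started with substrate at 50 nM final. Fluorescence read kinetically at 0 and 10 min; buffer-only wells served as negative control.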
* = called active by the depositor; ? = inconclusive; . = no result given; & = joins results of further samples; [ ] = dose if it differs, or a comment. Unless noted, the call rests on the fitted dose curve; in most records, active means well fitted curve in the direction sought with a large enough effect; inconclusive means small, poorly fitted or top-dose-only effect, or another doubt; inactive means no such curve, though single readings can be large; an effect the other way counts as inactive or inconclusive. An excerpt (hit frequency here may not be typical).

SMILES	Pol beta inh	Apoferritin bind	ERG Ets-DNA blk	RGS4 inh	LDHA inh	ALOX12 inh	Pol eta inh	APEX1 inh	Pol kappa inh
CCC(Oc1cc(Cl)ccc1Cl)C(=O)NNC(=O)CCC(=O)O (centres undefined)	?	7%	7%	-3%	-1	-7%	-13%	-1%	4%
C#CCOCCOCCOCCNc1nc(N2CCN(C(=O)[C@H](CCC(=O)O)n3cc(C(N)[C@H](C)CC)nn3)CC2)nc(N2CCN(C(=O)[C@H](CCC(=O)O)n3cc(C(N)[C@H](C)CC)nn3)CC2)n1 (some centres undefined)	2%	-2%	7%	-50%	1	-9%	25µM*	2%	-54%
CS/C(N)=N/N=C/c1ccc2c(c1)OCO2	-1%	-10%	0%	-1%	4	-5%	3%	-2%	-13%
CCOC(=O)Cc1csc(NC(=O)CN2CCCCC2)n1	-1%	-1%	-8%	19%	-5	?	-6%	-1%	-11%
COc1ccc(-n2c(SCCC(C)C)nc3sc4c(c3c2=O)CC(C(C)C)OC4)cc1 (centres undefined)	5%	-2%	3%	6%	2	-5%	-5%	.	-8%
Cc1ccc(-c2nn(C)c(=O)c3ccccc23)cc1S(=O)(=O)N1CCCC1	-3%	-5%	-19%	11%	-4	10%[57.4 µM]	-14%	-12%	-6%
CCOC(=O)c1c(-c2cccs2)csc1NC(=O)CN(CC)CC	6%	12%	1%	23%	0	-16%	-1%	13%	-13%
CCOC(=O)CNc1nc(C(C)(C)C)nc2c1nnn2Cc1ccccc1	25%	-14%	3%	24%	-5	-32%	-18%	10%	-11%
O=C(Nc1ccc(C(=O)N2CCOCC2)cc1)C1CCCC1	.	.	-3%	0%	-4	4%	-6%	.	-3%
Cc1ccc(C)c(N2CCN(C(=O)CN3C(=O)COc4ccc(S(=O)(=O)N5CCCC5)cc43)CC2)c1	9%	-6%	3%	11%	-6	-15%	-7%	.	-43%
CC(NC1=CC(=O)c2cccnc2C1=O)C(O)c1ccccc1 (centres undefined)	.	.	-2%	-42%	34	?	16µM*	.	-9%
S=C(NN=Cc1ccccn1)N(Cc1ccccn1)Cc1ccccn1	.	.	.	-26%	5	?	-2%	.	-23%
CC(C)CC(C)c1cc(N)nc2nc3ccccc3n12 (centres undefined)	20%	-23%	3%	-2%	0	0%	0%	1%	-19%
Cc1ccc(C)c(NC(=O)Cn2c(=O)n(Cc3ccc4c(c3)OCO4)c(=O)c3oc4ccccc4c32)c1	2%	-10%	-1%	4%	-2	-25%	13%	.	-14%
Cn1ccnc1SCC(=O)Nc1cc(Cl)ccc1Cl	-1%	?	-2%	-9%	-15	-27%	-10%	.	3%
CCN(CC)c1ccc(NC(=O)COC(=O)C2CCN(c3ccc(C(F)(F)F)cn3)CC2)cc1	.	.	-2%	-17%	2	?	-14%	-1%	-6%
Cc1cc(C)c(NC(=O)C2CCCN(S(=O)(=O)c3c(C)noc3C)C2)c(C)c1 (centres undefined)	7%	-11%	5%	-5%	-2	-13%	-6%	.	-1%
CN(C)C(=O)Nc1cnc2ccccc2c1	21%	-7%	-10%	-3%	-3	1%	-3%	-4%	4%
CCCCCOc1ccc(C2C(C(C)=O)=C(C)Nc3ncnn32)cc1OC (centres undefined)	26%	-7%	-8%	5%	-3	13%	-5%	14%	-5%
O=C(Cc1ccccc1)Nc1ccc(-c2nnc(-c3ccco3)o2)cc1	-24%	6%	6%	23%	-10	-7%	?	1%	-8%
COC(=O)[C@@H]1C[C@H]2CC[C@H](O)C[C@H]2N1Cc1ccc(C(F)(F)F)cc1	4%	-12%&-13%	-14%	-13%	8	-5%	-17%	-3%&1%	4%
Cc1ccccc1CNC(=O)C(=O)NCC1CCCN1S(=O)(=O)c1ccccc1 (centres undefined)	.	.	-9%	29%	-6	-7%	-5%	-16%	-6%
CC(C)Cn1c(N)c(C(=O)COC(=O)C2CCCN2C(=O)c2cccs2)c(=O)n(C)c1=O (centres undefined)	.	.	-4%	3%	-10	387%[activator]	-7%	27%	-10%
N/C(=N\OC(=O)c1cccc(F)c1)c1cccc([N+](=O)[O-])c1	?	-3%	7%	-44%	-12	36%[activator]	2%	?	4%
Cc1ccc(OCc2ccc(C(=O)Nc3ccc(C(N)=O)cc3)o2)c([N+](=O)[O-])c1	0%	-14%	-5%	?	-2	-7%	7%	-4%	-22%
Next results:
SMILES	Pol beta inh	Apoferritin bind	ERG Ets-DNA blk	RGS4 inh	LDHA inh	ALOX12 inh	Pol eta inh	APEX1 inh	Pol kappa inh
COc1ccc(NC(=O)C2CC3C=CC2C3)c([N+](=O)[O-])c1 (centres undefined)	.	.	1%	-27%	-1	-26%	-11%	.	-14%
Cc1cc(C(=O)NC2CCCC(C)C2C)c2ccccc2n1 (centres undefined)	.	.	0%	-11%	-4	-1%	-18%	1%	-19%
C[C@H](NS(=O)(=O)c1ccc(Cl)cc1)C(=O)OCC(=O)N1CCOCC1	.	.	-3%	-2%	-11	180%[activator]	-9%	-5%	-8%
CC(C)N(C(=O)[C@H]1C[C@H](CC(=O)NCCCN(C)C)C(=O)N2CCc3c([nH]c4cc(-c5ccco5)ccc34)[C@]12C)C(C)C	.	.	-6%	7%	-15	-9%	-8%	14%	11%
Cn1cccc1Cc1nnc(SCC(=O)NCCc2ccccc2)n1C	21%	-2%	-3%	-2%	-2	-24%	-3%	1%	-2%
Cc1noc(C)c1C(=O)OC(C)C(=O)N1CCc2ccccc21 (centres undefined)	.	.	23%	5%	0	0%	1%	-19%	-7%
CC(=O)C1=C(C)OC(N)=C(C#N)C1c1cc2cc(C)c(C)cc2nc1Cl (centres undefined)	-12%	-13%	1%	-12%	25	-20%	-8%	0%	-22%
COC(=O)c1sc(N2C(=O)C(O)=C(C(=O)c3ccc(C)o3)C2c2ccc(F)cc2)nc1C (centres undefined)	?	5%	.	-46%	5	-57%	-12%	1%	-17%
COc1ccc(OC)c(NC(=O)CCNS(=O)(=O)c2ccc3c(c2)c(=O)n(C)c(=O)n3C)c1	-3%	-2%	3%	-6%	0	-19%	0%	2%	-19%
Cc1ccc(-n2nc(C)c(C3(O)C(=O)N(C)c4ccccc43)c2N)cc1 (centres undefined)	-3%[57.1 µM]	-5%	4%	21%	0	2%	-6%	0%	1%
N/C(=N\OC(=O)Cc1ccc(-c2ccccc2)cc1)c1ccccn1	0%	?	-11%	-39%	-1	-15%	-16%	-2%	1%
CCCCNc1oc(-c2cccs2)nc1S(=O)(=O)c1ccccc1	-15%	237%[activator]	0%	-10%	-4	-9%	-16%	3%	-15%
Cn1c(=O)n(C)c2cc(S(=O)(=O)NCc3ccco3)ccc21	12%	-4%	-2%	-1%	2	73%[activator]	-18%	0%	2%
CC(=O)c1c(C)[nH]c(C(=O)N2CCN(S(=O)(=O)c3ccc(F)c(F)c3)CC2)c1C	.	.	4%	-11%	-1	-20%	-7%	16%	-4%
COc1ccc(-c2ccc(=O)n(CC(=O)NCCc3ccccc3)n2)cc1	35%	?	3%	10%	0&-9	-6%&-10%	-13%	.	-17%[60.1 µM]
O=C1CN(C(=O)COc2c(Cl)cccc2Cl)c2ccccc2N1	.	.	3%	-32%	0	4%	-11%	13%	0%
CC(C)c1cc(CNC(=O)CCc2nnc(CCCCc3ccccc3)o2)on1	-8%	-11%	-8%	-17%[56.9 µM]	-5	8%	-11%	-2%	1%
O=C(c1ccc(Br)o1)N1CCN=C1SCc1cccnc1	9%	?	1%	-31%	2	-8%	-2%	-2%	15%
CSCCNCc1c(C(=O)N2CCOCC2)nc2c(C)cccn12	20%	-7%	4%	13%	-9	10%	1%	1%	-1%
C=CCn1c(SCC(=O)c2[nH]c(C)c(C(=O)OCC)c2C)nc2scc(-c3ccccc3)c2c1=O	20%	0%	0%	39%	-4	-24%	-10%	1%	-5%
CCOc1ccc(CNCCSc2nnnn2C)cc1	32%	5%	0%	-6%	-2	?	-1%	.	9%
COc1ccc(Cl)cc1NC(=O)C(=O)NCc1ccncc1	1%	-11%	16%	1%	-7	-10%	6%	4%	-8%
Oc1c(Br)cc(Br)cc1/C=N/Nc1ccc(Cl)nn1	-1%	12%	-11%	19%	-4	1%	-14%	38%	-8%
CCOc1cc(NC(=S)Nc2ccc(Cl)cc2)c(OCC)cc1NC(C)=O	0%	-10%	2%	-12%	15	?	-2%	-7%	-10%
C/C(=N/NC(=O)C1CCCN1C(=O)c1ccc([N+](=O)[O-])cc1)c1ccc(Br)cc1 (centres undefined)	2%	-21%	-8%	-10%	-2	1%	-10%	-18%	1%
COc1ccc(C(C(=O)NC2CCCC2)N(Cc2ccccc2)C(=O)c2nsc(Cl)c2Cl)cc1 (centres undefined)	?	-2%	.	28%	-11	13%	-13%	-5%	-7%
CCN(CC)c1ccc(NC(=S)NCC2CCCO2)cc1 (centres undefined)	39%[activator]	-9%	-1%	-21%	9	?	-14%	11%	11%
CC1CCN(c2ccc([N+](=O)[O-])cc2C(N)=O)CC1	-25%	-7%	-14%	-34%	-4	1%	-14%	4%	-5%

As a short view, part of the list above:
SMILES	Pol beta inh	Apoferritin bind	ERG Ets-DNA blk	RGS4 inh	LDHA inh	ALOX12 inh	Pol eta inh	APEX1 inh	Pol kappa inh
Cc1noc(C)c1C(=O)OC(C)C(=O)N1CCc2ccccc21 (centres undefined)	.	.	23%	5%	0	0%	1%	-19%	-7%
CC(=O)C1=C(C)OC(N)=C(C#N)C1c1cc2cc(C)c(C)cc2nc1Cl (centres undefined)	-12%	-13%	1%	-12%	25	-20%	-8%	0%	-22%
